# Compound activity (PubChem BioAssay)
# TRPC6 inhibitor = inhibitors of mouse TRPC6 channel. Q61143. HEK293-TRPC6, membrane potential dye, ACh-evoked depolarization; hits give low values. hit rate 1.1% among 310,000. B-score at 10 µM;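 active = B-score under library mean minus 3 SD, initial fluorescence not abnormally high, positive integrated signal ratio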;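 note: B-score derived from integrated fluorescence ratio over the kinetic read; more negative B-score means stronger inhibition of depolarization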
# MrgX1 ag = agonists of human MrgX1 receptor; AID 588627; B-score at 10 µM; hit rate 0.44% among 310,000; MrgX1-HEK293 cells, Fluo-4 calcium fluorescence, agonist mode; hits give high values; Q96LB2;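 active = calcium response B-score plate-corrected fluorescence ratio at least 3 library SD, with starting fluorescence B-score inside 5 SD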
# Target sequence (Q96LB2 whole entry, looked up): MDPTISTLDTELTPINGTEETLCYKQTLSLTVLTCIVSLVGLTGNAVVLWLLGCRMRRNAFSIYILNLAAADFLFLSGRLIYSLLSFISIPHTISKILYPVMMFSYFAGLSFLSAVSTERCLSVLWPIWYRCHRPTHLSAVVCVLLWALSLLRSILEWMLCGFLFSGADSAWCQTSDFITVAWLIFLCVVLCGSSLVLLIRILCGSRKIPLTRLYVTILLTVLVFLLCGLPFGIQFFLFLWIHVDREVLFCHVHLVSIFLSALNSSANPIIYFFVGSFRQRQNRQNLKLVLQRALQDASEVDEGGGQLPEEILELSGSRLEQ
#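 System – MrgX1-expressing HEK293 cells · Incubation – cells plated overnight, dye loaded 0.5 h 37 °C, 0.5 h room temperature · Technique – kinetic Fluo-4 NW fluorescence of intracellular calcium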
# RGS4 inh = human RGS4 inhibition; AID 463165; HEK293 M3R/RGS4 inducible, Fluo-4 calcium flux; hits give high values; triggered by carbachol at its EC20; B-score at 10 µM; hit rate 0.45% among 310,000;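 active = B-score, a plate-corrected calcium signal, over three deviations above library mean, with baseline fluorescence within five deviations of library mean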;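 note: RGS4 expression induced by doxycycline in cells with stable M3 receptor; B-score is computed from the integrated fluorescence ratio over baseline after carbachol; higher B-score means a larger calcium signal and so more RGS4 inhibition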
# Target sequence (P49798 whole entry, looked up): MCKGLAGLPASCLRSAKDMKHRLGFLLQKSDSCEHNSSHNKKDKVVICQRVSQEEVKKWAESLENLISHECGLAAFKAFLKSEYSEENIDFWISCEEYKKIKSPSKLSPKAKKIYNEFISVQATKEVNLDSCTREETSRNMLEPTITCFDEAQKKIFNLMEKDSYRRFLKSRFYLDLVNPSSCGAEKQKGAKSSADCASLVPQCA
# MrgX1 allo act = allosterically activates human MrgX1 receptor signaling; Q96LB2; MrgX1-HEK293, Fluo-4 calcium flux, FDSS; hits give high values; B-score at 10 µM; hit rate 0.63% among 310,000; AID 588675;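 active = plate-corrected calcium response at least 3 library SD above typical, normal starting fluorescence, not activating the receptor alone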;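 note: compound read alongside a low EC10 to EC30 dose of BAM8-22 agonist; peak minus trough fluorescence over baseline measured at the second addition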
# RGS4 pot = RGS4 potentiation or activation; HEK293 M3R/inducible RGS4, carbachol calcium flux Fluo4; hits give low values; B-score at 10 µM; hit rate 0.92% among 310,000;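 active = B-score of the integrated calcium signal more than 4 SD below the library mean, with starting fluorescence not abnormally high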;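 note: negative B-score means reduced calcium response which marks RGS4 activation or potentiation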
#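 Material: Inducible-RGS4 HEK293 cells carrying M3 receptor; also added: carbachol at ECmax as muscarinic agonist stimulus; incubation: compound preincubation 20 min at room temperature before agonist; signal: Fluo4-AM (2 µM) calcium-flux fluorescence, kinetic read; measure: integrated calcium ratio converted to B score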
# Platelet DG rel = modulates dense granule release in human platelets | human platelet-rich plasma, SFLLRN dense granule ATP release, luminescence | inhibition, %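 (compounds screened at 7.5 µM in platelet-rich plasma)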 | hit rate 0.22% among 300,000;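 active = mean replicate score, as percent of positive control, at or above 50; inconclusive = mean below 50 but at least one replicate at or above 50; inactive = mean and every replicate below 50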
# TRPC6 act = activates the mouse TRPC6 cation channel | HEK293-TRPC6 membrane potential dye fluorescence; hits give high values | B-score at 10 µM | hit rate 0.13% among 310,000 | AID 2550;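 active = B-score of the integrated fluorescence ratio above library mean plus 3 SD, and starting fluorescence ratio within library mean plus 5 SD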;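 note: higher score means more depolarization so channel activation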
# SKKanGAS inh = blocks kanamycin growth of S. pyogenes SKKanGAS strain | BacTiter-Glo, 6 h | inhibition, % at 7.5 µM | hit rate 1.3% among 300,000;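 active = mean replicate score, as percent of positive control median, at least 50; inconclusive = mean below 50 but one replicate at or above 50; inactive = mean and every replicate below 50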;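 note: strain carries kanamycin resistance gene driven by streptokinase promoter and grows in 40 µg/ml kanamycin; loss of luminescence reflects streptokinase promoter inhibition or plain growth inhibition; 0% = median of DMSO wells and 100% = positive control at its reference dose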
# HIF activator = HIF pathway transcriptional activation. U2OS HRE-luciferase reporter, luminescence; normalized: DMSO 0%, desferrioxamine 100%. activation, % at 7.5 µM (by protocol). hit rate 0.32% among 300,000. AID 1910;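 active = mean activation of at least 10% of the iron chelator positive control signal, with at least half of replicates also reaching 10%; inconclusive = mean and replicate majority disagree about reaching 10%; inactive = mean and most replicates under 10%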
# MrgX1 antagonist = antagonists of human MrgX1 receptor; Q96LB2; MRGX1-HEK293 calcium flux, Fluo-4, BAM8-22 antagonism; hits give low values; B-score at 10 µM; hit rate 1.3% among 310,000; AID 588676;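 active = calcium-response B-score plate-corrected more than 3 library SD below zero, starting fluorescence within 5 deviations, no agonist response on first addition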;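 note: peak minus trough fluorescence over baseline after final BAM8-22 challenge near maximal dose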
# TRPC4 block = inhibitors of mouse TRPC4 channel | HEK293 TRPC4beta/mu-opioid, DAMGO-evoked Fluo4 calcium flux; hits give low values | AID 2247 | hit rate 0.39% among 300,000 | Q9QUQ5 | B-score at 10 µM;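 active = B-score over 3 SD under the library average, no early fluorescence shift, positive overall ratio signal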
#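 Assay system: TRPC4beta/mu-opioid receptor HEK293 cell line; compound dosing: single concentration per test compound; detection: Fluo4 Ca2+ flux fluorescence; evaluation: per-well B score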
# * marks the source's active call; other numbers are inactive results; i = inactive; ? = inconclusive; / = not tested or not shown.
# Results follow in this order: TRPC6 inhibitor	MrgX1 ag	RGS4 inh	MrgX1 allo act	RGS4 pot	Platelet DG rel	TRPC6 act	SKKanGAS inh	HIF activator	MrgX1 antagonist	TRPC4 block
CSc1nnc(-c2ccccc2)c(=O)[nH]1
  i	i	i	i	i	4.9	i	-2.3	-0.4	i	i
Cc1cccc(NC(=O)Cn2cc([N+](=O)[O-])cn2)n1
  i	i	i	i	i	0.3	i	-3.3	-0.1	i	i
COC(=O)c1cccc(C(=O)N2CCCC(CCC(=O)N(C)CCc3ccccn3)C2)c1 (centres undefined)
  i	i	i	i	i	-10.4	i	6.4	0.3	i	i
COc1ccc(CCN2C(=O)N[C@@H](CCC(=O)O)C2=O)cc1
  i	i	i	i	i	7.7	i	7.0	0.5	i	i
O=C(NCCCn1ccnc1)c1nn2c(C(F)(F)F)cc(-c3ccccc3)nc2c1Cl
  i	i	i	i	i	1.4	i	?	0.2	i	i
COc1ccc(C(CC(=O)Nc2cc([N+](=O)[O-])ccc2OC)c2ccccc2)cc1 (centres undefined)
  i	i	i	i	i	-10.3	i	9.7	-0.4	i	i
Oc1ccc(N2CCN(c3ncnc4sc5c(c34)CCC5)CC2)cc1
  i	i	i	i	i	-12.4	i	-1.6	0.3	i	i
CN(CC(=O)Nc1ccccc1C(F)(F)F)Cc1c(O)ccc2ccccc12
  i	i	i	i	i	2.7	i	9.1	-0.6	i	i
O=C(COc1coc(CN2CCN(c3ccccc3F)CC2)cc1=O)Nc1ccccc1
  i	i	i	i	i	-7.3	i	-9.8	-0.1	i	i
O=[N+]([O-])c1ccc(-c2ccc(/C=N/n3cnnc3)o2)c(Br)c1
  i	i	i	i	i	-5.1	i	3.9	-1.4	i	i
Oc1c(Br)cc(Br)cc1/C=N/n1c(-c2ccccc2)n[nH]c1=S
  i	i	i	i	i	0.7	i	3.3	0.0	i	i
Cc1ccc(NC(=O)[C@@H]2CCCN2S(=O)(=O)c2ccccc2F)cc1S(=O)(=O)N1CCOCC1
  i	i	i	i	i	2.2	i	7.5	-0.5	i	i
CN(Cc1cccs1)c1nc(-c2cccnc2)nc2ccccc12
  i	i	i	i	i	-6.9	i	5.8	0.6	i	i
CN(c1nc2ccccc2nc1Cl)S(=O)(=O)c1ccccc1
  i	i	i	i	i	-2.8	i	10.6	1.2	i	i
Cn1c(CO)nc2c3ccccc3ccc21
  i	i	i	i	i	-3.7	i	-4.5	35.7*	i	i
O=C(CCC(=O)N1CCN(c2cccc(Cl)c2)CC1)c1cccs1
  i	i	i	i	i	11.1	i	5.5	-0.8	i	i
CCN(CC)CCCNc1cc2n(c(=O)n1)CCc1cc(OC)c(OC)cc1-2
  i	i	i	i	i	-1.3	i	-3.5	0.5	i	i
CCOC(=O)c1c(NC(=O)Nc2ccc(F)cc2)sc2c1CCN(C)C2
  i	i	i	i	i	5.8	i	2.9	-0.1	i	i
CCn1c(=S)sc2c(=O)n(CC(=O)Nc3ccc(OC)c(Cl)c3)c(C)nc21
  i	i	i	i	i	5.6	i	0.1	-0.5	i	i
COC(=O)C(=Cc1ccc(OCc2ccc([N+](=O)[O-])cc2)c(OC)c1)C(=O)OC
  i	i	i	i	i	0.9	i	-2.4	3.3	i	i
CC1CN(C(=O)c2cc3cc([N+](=O)[O-])ccc3oc2=O)CC(C)O1 (centres undefined)
  i	i	i	i	i	7.1	i	3.3	0.0	i	i
CCN(CC)CCCNC(=O)c1ccc(CS(=O)(=O)c2ccccc2OC)o1
  i	i	i	i	i	-4.1	i	14.8	-0.6	i	i
COc1ccc(CN2CCN(S(=O)(=O)c3ccccc3)CC2)c(OC)c1
  i	i	i	i	i	5.1	i	-4.8	0.2	i	i
CC(=O)c1cc(-c2ccccc2)n(CC(=O)N2CCCCC2)c1C
  i	i	i	i	i	-2.1	i	-7.5	-0.3	i	i
C/C(=N\NC(=O)CNc1ccccc1)c1ccccc1
  i	i	i	i	i	5.9	i	1.6	-0.1	i	i
O=C(Cc1ccccc1)N[C@@H](Cc1ccccc1)c1nc2ccccc2[nH]1
  i	i	i	i	i	-1.9	i	9.3	0.2	i	i
O=C(NCCCc1ccccc1)Nc1ccccc1
  i	i	i	i	i	-4.8	i	4.9	0.9	i	i
CCN(C(=O)COC(=O)CNC(=O)c1cccc(C)c1)c1c(N)n(Cc2ccccc2)c(=O)[nH]c1=O
  i	i	i	i	i	3.7	i	-0.1	0.1	i	i
CC1CCN(c2ccccc2NC(=O)c2ccc(C#N)cc2F)CC1
  i	i	i	i	i	0.3	i	9.7	0.1	i	i
Cn1c(N)c(C(=O)COC(=O)CCOc2ccc(C(C)(C)C)cc2)c(=O)n(C)c1=O
  i	i	i	i	i	-6.2	i	5.0	-0.2	i	i
Cn1c(=O)c2c(nc(N3CCOCC3)n2C/C=C/c2ccccc2)n(C)c1=O
  i	i	i	i	i	12.3	i	-2.3	-0.4	i	i
CCCCNC(=O)CNC(=S)N(CCCN1CCOCC1)Cc1cccs1
  i	i	i	i	i	-3.2	i	-2.8	-0.4	i	i
Cn1ccnc1SCc1cc(=O)[nH]c2ccccc12
  i	i	i	i	i	-9.5	i	-5.2	-0.1	i	i
CNS(=O)(=O)c1cc(N(C)S(=O)(=O)c2ccc(C)cc2)c(C)cc1C
  i	i	i	i	i	-6.2	i	-2.1	0.4	i	i
Cc1ccccc1NC(=O)COC(=O)CNC(=O)c1sc2ccccc2c1Cl
  i	i	i	i	i	9.7	i	0.0	0.4	i	i
Cc1ccc(S(=O)(=O)N2CCC(C(=O)OC(C)C(=O)NC(N)=O)CC2)cc1C (centres undefined)
  i	i	i	i	i	-8.7	i	-9.5	0.1	i	i
O=C(O)c1cnc(-c2ccccc2)nc1Sc1ccccc1Cl
  i	i	i	i	i	-0.1	i	9.2	-0.1	i	i
CCOC(=O)c1cccc(P(=O)(C(C)(C)C)C(C)(C)C)c1
  i	i	i	i	i	-6.3	i	0.3	0.1	i	i
Cc1ccc(-c2csc3ncnc(N4CCN(C(=O)c5ccccc5)CC4)c23)cc1
  i	i	i	i	i	4.4	i	6.0	-0.6	i	i
CCc1cc(C(=O)Nc2cc(S(=O)(=O)N(CC)CC)ccc2N2CCOCC2)sc1C
  i	i	i	i	i	11.1	i	17.5	-0.4	i	i
c1cncc(-c2nc(-c3ccco3)cs2)c1
  i	i	i	i	i	1.4	i	-6.0	1.4	i	i
Cc1cccc(C)c1NC(=O)NC1(C(=O)NCCCN2CCOCC2)CCCCC1
  i	i	i	i	i	7.7	i	-0.8	0.1	i	i
CCCCC(C(=O)O)C(C)CC(=O)Nc1ccn(-c2ccccc2)n1 (centres undefined)
  i	i	i	i	i	-3.5	i	-3.1	0.2	i	i
CCn1c(SCC(=O)Nc2ccc3c(c2)OCO3)nnc1C1CC1
  i	i	i	i	i	8.9	i	-3.4	-1.2	i	i
COc1ccc(N2C(=O)CC(N3CCN(S(=O)(=O)c4c(F)cccc4F)CC3)C2=O)cc1OC (centres undefined)
  i	i	6.84*	i	i	-0.6	i	1.2	-0.1	i	i
COc1cccc(N2CCN(C(=O)C3CCCN(c4ncnc5c4nc4n5CCCCC4)C3)CC2)c1 (centres undefined)
  i	i	i	i	i	14.0	i	4.2	-0.1	i	i
CCc1ccc2c(c1)C(c1ccc([N+](=O)[O-])cc1)=NNC(c1ccccc1)=N2
  i	i	i	i	i	4.3	i	12.3	0.3	i	i
Cc1ccc(S(=O)(=O)NC(C)C(=O)N2CCOCCOCCOCCOCC2)cc1 (centres undefined)
  i	i	i	i	i	2.5	i	0.5	-1.9	i	i
CCc1cc(=O)oc2c(CN3CCCC3)c(O)c(Cl)cc12
  i	i	i	i	i	8.7	i	-1.7	-0.3	i	i
O=C(N/N=C/c1ccco1)c1cccc(N2Cc3ccccc3C2)c1
  i	i	i	i	i	-8.0	i	-2.4	0.3	i	i
COCCn1c(CN2CCN(C(c3ccccc3)c3ccccc3)CC2)nc2c1c(=O)n(C)c(=O)n2C
  i	/	i	/	i	-1.5	i	-8.0	-1.0	/	i
O=C(CCc1nnc2ccc(N3CCC4(CC3)OCCO4)nn12)Nc1cc(F)ccc1F
  i	i	i	i	i	19.8	i	-5.8	-0.5	i	i
CCn1cc(CN2CCCC(C(=O)Nc3cccc(-n4cccn4)c3)C2)c(C)n1 (centres undefined)
  i	i	i	i	i	-4.3	i	-4.6	0.5	i	i
CCC(C(=O)NC1CCCC1)N(Cc1ccco1)C(=O)CNS(=O)(=O)c1ccccc1 (centres undefined)
  i	i	i	i	i	-3.0	i	-1.1	-0.9	i	i
CSCCC(NS(=O)(=O)c1ccccc1)C(=O)OCc1nc2ccsc2c(=O)[nH]1 (centres undefined)
  i	i	i	i	i	8.0	i	13.2	-0.7	i	i
CSc1ccccc1NC(=O)CN1CCN(Cc2ccccc2)CC1
  i	i	i	i	i	12.1	i	1.5	-0.7	i	i
CC1CC1C(=O)N(C)CC(=O)Nc1cccc(F)c1 (centres undefined)
  i	i	i	i	i	-5.7	i	5.3	-1.3	i	i
O=C(NCCCN1CCOCC1)C(=O)NCCc1ccccc1
  i	i	i	i	i	2.0	i	-4.0	-0.8	i	i
COc1ccc(C2C(C#N)=C(SCC(=O)Nc3ccc(C)cc3)NC3=C2C(=O)CC(C)(C)C3)cc1 (centres undefined)
  i	i	i	i	i	1.8	i	1.0	0.1	i	i
COC(=O)c1ccc(/C=N/OCC(=O)NC2CCCC(C)C2C)cc1 (centres undefined)
  i	i	i	i	i	3.9	i	10.4	1.9	i	i

# (continued)
# Results follow in this order: TRPC6 inhibitor	MrgX1 ag	RGS4 inh	MrgX1 allo act	RGS4 pot	Platelet DG rel	TRPC6 act	SKKanGAS inh	HIF activator	MrgX1 antagonist	TRPC4 block
C[C@H]1C=C(C(=O)NCc2ccccc2)O[C@@H](OCc2ccc(CO)cc2)C1
  i	i	i	i	i	1.5	i	-6.0	0.1	i	i
Cc1ccccc1-n1cc[nH]c1=S
  i	i	i	i	i	/	i	/	/	i	i
O=C(Nc1cccc(Br)c1)c1cc2ccccc2o1
  i	i	i	i	i	5.9	i	-2.2	9.3	i	i
O=C(COC(=O)c1ccc(Cl)nc1)Nc1ccc2c(c1)OCO2
  i	i	i	i	i	0.5	i	0.2	-0.3	i	i

# No enrichment for hits; about 6.1% have a hit in one of these screens.
